# Assay outcomes from PubChem BioAssay.
# Nrf2 ARE act: qHTS of Nrf2 Activators | 410,000 compounds, 0.31% hits | Potency, µM (top dose mostly 46.1 µM), inactives show at the highest dose activation, hits mostly activators | AREc32 ARE-luciferase reporter (MCF7-derived line), luminescence, 24 h; further: potency means the concentration at half of the fitted maximal effect; % of control where 0% means no effect; nearly all actives have a fitted effect of over 65% in size
#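 Luminescent ARE reporter assay in AREc32_Fluc cells: overnight plating at 37 deg C, 24 hr compound incubation, Steady-Glo added, 30 min RT before reading.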
# A549 tox: Nrf2 qHTS screen for inhibitors: counterscreen for cytotoxicity; A549 ARE-Fluc cells, CellTiter-Fluor viability, 18-24 h; Potency, µM (top dose mostly 46 µM), without a hit: at the highest dose activity change, negative = cytotoxicity, hits mostly inhibitors; 390,000 compounds, 0.16% hits; further: potency means the concentration at half of the fitted maximal effect; on the % scale 0 is the no-effect control and ±100 the full control effect
#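 Cytotoxicity counterscreen: CellTiter-Fluor fluorescence was measured in A549 ARE_Fluc cells after 18-24 h of compound exposure in a concentration series. The subsequent BugLite luminescent read reports ARE-luciferase activity.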
# Nrf2 block: Nrf2 qHTS screen for inhibitors | AID 504444, 2011 | A549 ARE-Fluc reporter, luciferase luminescence, 18-24 h | 360,000 compounds, 2.1% hits | Potency, µM (doses to about 46 µM), for the others: at the top dose activity change, negative = inhibition, usual class: inhibitors; further: potency means the concentration at half of the fitted maximal effect; on the % scale 0 is the no-effect control and ±100 the full control effect; nearly all actives have a fitted effect of over 60% in size
#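 Nrf2 activity is the BugLite luminescence, read 15 min after reagent at room temperature, following CellTiter-Fluor cytotoxicity readout (30 min, 37C). Compound titrations were applied for 18-24 h to 5000 A549 ARE_Fluc cells/well in 5% FBS OPTI-MEM.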
# TGFb inhibitor: qHTS for Inhibitors of TGF-b | 410,000 compounds, 1.2% hits | Potency, µM (doses to about 46.1 µM), for inactives: top-dose activity, negative = inhibition, most hits filed as inhibitors | HepG2 CAGA-GFP TGF-b/SMAD3 reporter, GFP fluorescence, 18 h; TGF-beta stimulated, 500 pg/mL final | AID 588855, 2011; further: potency means the concentration at half of the fitted maximal effect; on the % scale 0 is the no-effect control and ±100 the full control effect; nearly all actives have a fitted effect of over 65% in size
#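 First, reporter cells (HEPG2 CAGA-GFP) rested 2 h at 37 degrees C. Next, compounds were pinned in and TGF-beta added to 500 pg/mL final. After 18 h, GFP was imaged per cell and summed per well.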
# EPAC2 ag: qHTS for Agonist of cAMP-regulated guanine nucleotide exchange factor 4 (EPAC2): primary screen; Rap guanine nucleotide exchange factor 4 (Homo sapiens), Q8WZA2; EPAC2 activation, biochemical qHTS; response scale: 100% = 6.5 mM cAMP response; Potency, µM (highest dose often 154 µM), for inactives: top-dose activation, actives largely listed as activators; 360,000 compounds, 0.079% hits; further: potency means the concentration at half of the fitted maximal effect; nearly all actives have a fitted effect of over 50% in size
# Target sequence (Q8WZA2 whole entry, looked up): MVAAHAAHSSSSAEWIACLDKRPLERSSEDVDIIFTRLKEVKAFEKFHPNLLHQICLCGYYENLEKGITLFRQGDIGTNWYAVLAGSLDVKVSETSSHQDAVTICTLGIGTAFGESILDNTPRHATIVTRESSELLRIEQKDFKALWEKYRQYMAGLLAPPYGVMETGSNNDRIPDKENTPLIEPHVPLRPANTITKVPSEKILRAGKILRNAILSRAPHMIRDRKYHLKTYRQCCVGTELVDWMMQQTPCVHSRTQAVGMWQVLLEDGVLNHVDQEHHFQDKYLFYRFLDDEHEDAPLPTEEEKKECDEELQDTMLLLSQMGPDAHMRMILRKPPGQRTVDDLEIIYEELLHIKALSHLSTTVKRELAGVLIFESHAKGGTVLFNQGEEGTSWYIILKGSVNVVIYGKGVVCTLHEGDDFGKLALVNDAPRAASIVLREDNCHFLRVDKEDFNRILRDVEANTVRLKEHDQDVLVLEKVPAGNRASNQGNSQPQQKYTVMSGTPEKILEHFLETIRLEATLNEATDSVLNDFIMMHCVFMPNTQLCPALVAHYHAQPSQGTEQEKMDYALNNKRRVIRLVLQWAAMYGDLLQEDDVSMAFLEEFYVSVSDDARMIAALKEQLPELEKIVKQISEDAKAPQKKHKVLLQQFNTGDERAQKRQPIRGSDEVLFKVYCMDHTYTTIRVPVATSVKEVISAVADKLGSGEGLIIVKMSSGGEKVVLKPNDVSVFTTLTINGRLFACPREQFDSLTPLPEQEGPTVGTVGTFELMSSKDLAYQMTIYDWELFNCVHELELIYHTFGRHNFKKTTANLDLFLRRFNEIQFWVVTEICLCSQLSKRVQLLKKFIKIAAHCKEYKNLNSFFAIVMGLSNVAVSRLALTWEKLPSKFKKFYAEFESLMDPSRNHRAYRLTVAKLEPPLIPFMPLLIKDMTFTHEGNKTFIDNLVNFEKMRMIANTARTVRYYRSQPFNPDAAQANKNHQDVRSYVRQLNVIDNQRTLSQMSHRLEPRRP
#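 qHTS, titration series. 100 nM EPAC2 / 250 nM Rap1B-BODIPY-GDP / 50 uM GDP; RT; ex 480/em 540 nm, 5-min reads to 30 min. Norm. to 6.5 mM cAMP = activation.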
# HepG2 tox: qHTS for Inhibitors of TGF-b: Cytotox Counterscreen | Potency, µM (highest dose often 46.1 µM), for inactives: at the top dose activity change, negative = cytotoxicity, usual class: cytotoxic | AID 588856, 2011 | HepG2 CAGA-GFP viability, ATP luminescence, 18 h | 410,000 compounds, 0.76% hits; further: potency means the concentration at half of the fitted maximal effect; some results filed as inactive show a strong effect at the top dose
#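 CellTiter-Glo luminescence gave cytotoxicity after 18 hours at 37 degrees C. The cells were HepG2 CAGA-GFP in 1% FBS DMEM, stimulated with 500 pg/mL TGF-beta after compound addition. %Activity was normalised to no-cell wells (complete cell-killing) and DMSO (no toxicity), and curves were fitted and classified.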
# ATXN2 expr inh: Primary qHTS for Inhibitors of ATXN expression. HEK-293 ATXN2-luciferase reporter, luminescence, 24 h. Potency, µM (titrated, usually from 57 µM), for inactives: at the highest dose activity change, negative = inhibition, usual class: inhibitors. 360,000 compounds, 0.72% hits. AID 1745845, 2022; further: potency means the concentration at half of the fitted maximal effect; on the % scale 0 is the no-effect control and ±100 the full control effect; nearly all actives have a fitted effect of over 55% in size
#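 qHTS (up to 57 uM final) was run with 24 h compound exposure of reporter cells at 37 °C. Each well was multiplexed: SteadyGlo luminescence measured ATXN2-luciferase expression after a fluorogenic Gly-Phe-AFC viability readout (25 uM final).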
# IL-2 act: qHTS of IL-2 Activators; IL-2 activation reporter assay, cell-based qHTS; stimulated with anti-CD3/CD4/CD28 beads; in transgenic mouse T cells; activation, % (series mostly up to about 46 µM); 360,000 compounds, 0.065% hits; in the data active means activation above about 50%; inconclusive means mostly about 30% to 49%; further: 0% is about no effect
#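 Readout is EGFP and DsRed signal by fluorescent plate cytometry after 18 h at 37 degrees C. Transgenic mouse T cells (750/well) received compound for 60 min before bead stimulation (anti-CD3, anti-CD4, anti-CD28); memory T cells served as non-tolerant control.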
# ATXN viability: Viability Counterscreen for Primary qHTS for Inhibitors of ATXN expression; AID 651635, 2014; 400,000 compounds, 0.49% hits; Potency, µM (doses to about 56.7 µM), hits mostly cytotoxic; S2 cells (HEK-293 line with an ATXN2-luciferase reporter) viability, CellTiter-Fluor protease fluorescence, 24 h; further: potency means the concentration at half of the fitted maximal effect; nearly all actives have a fitted effect of over 40% in size
# Numbers without * were called inactive; i = inactive; u = inconclusive; x = not tested or not shown; & = joins results of further samples; [ ] = dose if it differs, or a comment. Unless noted, the call rests on the fitted dose curve; in most records, active means well fitted curve in the direction sought with a large enough effect; inconclusive means small, poorly fitted or top-dose-only effect, or another doubt; inactive means no such curve, though single readings can be large; an effect the other way counts as inactive or inconclusive.
# Below each compound – EPAC2 ag	ATXN viability	HepG2 tox	A549 tox	Nrf2 block	Nrf2 ARE act	IL-2 act	ATXN2 expr inh	TGFb inhibitor
1	CCOc1cc(C2NC(=O)NC(C)=C2C(=O)NCc2ccccc2)c(Cl)cc1O (centres undefined)
  2%	i	1%	2%	11%	0.1%	3.7	-4%	-4%
2	Cc1noc(C)c1COc1ccccc1C(=O)NC(C)CCc1ccccc1 (centres undefined)
  9%	i	-13%	-10%	-19%	3.0%	-4.3	1%	6%
3	CCN(CC)C(=O)C(=O)c1cccn1-c1ccc(C#N)cc1
  2%	i	-2%	-14%	-1%	-0.2%	-3.6	x	7%
4	COc1ccc(CCN=c2c([N+](=O)[O-])nn(-c3cccc(C)c3)n2O)cc1OC
  3%	u	-37%	u	-27%	3.7%	-0.4	x	u
5	C(=N\n1cnnc1)/c1cccnc1
  8%	i	-10%	-18%	-14%	-0.8%	-1.8	1%	-9%
6	COc1ccc(NC(=O)COC(=O)Cc2ccc(Br)cc2)cc1
  -6%	i	7%	5%	-7%	2.3%	4.0	12%	0%
7	CCN(CC)C(=O)c1sc2c(c1C)c(=O)n(-c1ccc(Cl)c(Cl)c1)c(=O)n2Cc1cc(=O)n2ccccc2n1
  x	i	-25%	2%	x	-0.2%	x	-27%	-8%
8	COC(=O)c1ccc(NC(=O)CSc2nc(N)c(NC(=O)c3ccc(Br)o3)c(=O)[nH]2)cc1
  -2%	i	19%	9%	u	-0.5%	-0.2	-11%	1%
9	CCOC(=O)c1nn(-c2cccc(C)c2)c2nnc(Cc3ccc(C)cc3)c(=O)n12
  4%	i	2%	-11%	5%	0.2%	-2.2	1%	-22%
10	CCc1cc(-c2n[nH]c(C)c2-c2nc(C)cs2)c(O)cc1OC
  4%	i	-21%	0%	-13%	14%	8.3	-29%	-5%
11	Cc1ccc(C(=O)CN2C(=O)C(C)Oc3ccccc32)cc1 (centres undefined)
  16%	i	-24%	1%	3%	2.2%	-0.3	-2%	-28%
12	COC(=O)C(Cc1c[nH]c2ccccc12)NC(=O)c1cc(-c2ccc(OC)c(OC)c2)oc1C (centres undefined)
  2%	i	-20%	-1%	-10%	5.3%	-1.1	12%	u
13	Cc1ccc(CSc2nnc([C@@H](N)C(C)C)o2)cc1
  x	i	-11%	-4%	-15%	-0.3%	x	-12%	9%
14	CN(CC(=O)Nc1cccc(F)c1)C(=O)c1cn2ccccc2n1
  9%	i	-1%	2%	-2%	0.0%	-0.3	24%	-5%
15	C#CCOCCOCCOCCNc1nc(N2CCN(C(=O)[C@H](CCCCN)n3cc(CCCC)nn3)CC2)nc(N2CCN(C(=O)[C@H](Cc3ccc(O)cc3)n3cc(CCO)nn3)CC2)n1
  10%	i	1%	1%	-10%	-0.9%	0.2	0%	4%
16	Cc1sc(N)nc1C12CC3CC(CC(C3)C1)C2
  -4%	i	-17%	7%	-9%	-0.8%	-1.0	6%	-28%
17	CCOC(=O)C1=C(C)NC2=C(C(=O)c3ccccc32)C1c1ccc(O)cc1 (centres undefined)
  -7%	i	5%	-13%	3%	4.5%	-0.6	15%	-15%
18	CN(C)N=Nc1ccc(S(=O)(=O)NC(Cc2ccccc2)C(=O)O)cc1 (centres undefined)
  10%	i	-8%	5%	5%	0.0%	-1.8	-2%	13%
19	O=C(OC1CCN(c2ncc(C(F)(F)F)cc2Cl)CC1)c1ccc(Cl)cc1
  8%	u	-19%	-9%	-2%	-0.6%	1.1	-11%	-11%
20	Cc1ccc2ccccc2c1C(O)c1ncc(-c2ccc(Cl)cc2)[nH]1 (centres undefined)
  8%	i	-22%	x	x	1.4%	0.9	-22%	u

# Rewritten bar-delimited: part of the list above.
No. | Compound | EPAC2 ag | ATXN viability | HepG2 tox | A549 tox | Nrf2 block | Nrf2 ARE act | IL-2 act | ATXN2 expr inh | TGFb inhibitor
12 | COC(=O)C(Cc1c[nH]c2ccccc12)NC(=O)c1cc(-c2ccc(OC)c(OC)c2)oc1C (centres undefined) | 2% | i | -20% | -1% | -10% | 5.3% | -1.1 | 12% | u
13 | Cc1ccc(CSc2nnc([C@@H](N)C(C)C)o2)cc1 | x | i | -11% | -4% | -15% | -0.3% | x | -12% | 9%
14 | CN(CC(=O)Nc1cccc(F)c1)C(=O)c1cn2ccccc2n1 | 9% | i | -1% | 2% | -2% | 0.0% | -0.3 | 24% | -5%

# More compounds follow.
# Below each compound – EPAC2 ag	ATXN viability	HepG2 tox	A549 tox	Nrf2 block	Nrf2 ARE act	IL-2 act	ATXN2 expr inh	TGFb inhibitor
21	CCCNC(=O)C1(C)CCCN(C(=O)c2ccccc2OC(F)(F)F)C1 (centres undefined)
  -3%	i	2%	x	x	-0.6%	0.0	2%	20%
22	Oc1ccccc1C=NCCN1CCN(CCN=Cc2ccccc2O)C1c1ccccc1O (centres undefined)
  5%	i	-5%	1%	3%	0.0%	-0.4	3%	8%
23	COc1ccc(CCn2c(=O)c3ccccc3n(CC(=O)Nc3cccc(C)c3)c2=O)cc1OC
  x	i	4%	2%	12%	0.0%	x	6%	0%
24	O=C(NCCc1ccccc1)c1ccc2c(c1)N(Cc1ccc(Cl)cc1)C(=O)c1ccccc1S2(=O)=O
  x	i	-6%	u	12%	4.1%	x	21%	-2%
25	c1ccc(CSc2nnc3c(n2)OC(c2ccco2)Nc2ccccc2-3)cc1 (centres undefined)
  3%	i	-1%	-6%	11%	9.6%	-1.1	17%	-3%
26	COc1ccc(NC(=S)N(CCCN2CCCC2)Cc2ccco2)cc1
  -1%	i	12%	-3%	3%	-0.5%	-1.7	-14%	0%
27	Cc1nn(C)cc1CNC(=O)c1cccc(Cl)c1
  3%	i	8%	4%	10%	0.1%	1.6	3%	19%
28	O=C(NCc1n[nH]c(=S)n1-c1ccc(Cl)c(Cl)c1)c1ccc(S(=O)(=O)N2CCOCC2)cc1
  6%	i	18%	-4%	4%	3.4%	-0.5	x	34%
29	Cc1cccc(NC(=O)c2ccccc2SCc2ccc(F)cc2)n1
  4%	i	-18%	-4%	-4%	2.3%	0.5	1%	-18%
30	O=S(=O)(c1ccccc1)N1CCC2(CC1)OCCO2
  11%	i	8%	9%	6%	-0.7%	2.6	-14%	1%
31	CCCCC(C)n1[nH]c(=O)cc1N (centres undefined)
  4%	i	-4%	-6%	7%	-0.8%	0.7	4%	0%
32	N=C1C(c2nc3ccccc3[nH]2)=C(O)CN1NC(=O)c1c[nH]c2ccccc12
  1%	i	-63%	-2%	9%	2.0%	-1.0	x	9%
33	CCOc1ccccc1N1CCN(C(=O)c2cc(C)oc2C)CC1
  2%	i	-24%	0%	u	0.6%	-1.2	-4%	0%
34	Cc1ccccc1NC(=O)C(NC1CCCCC1)C(C)C (centres undefined)
  4%	i	-3%	2%	3%	-0.2%	2.3	0%	2%
35	CCOc1ccc(NC(=O)CSc2nc(=O)[nH]c3c2CCC3)cc1
  x	x	4%	-1%	x	0.5%	x	x	-1%
36	CSCC[C@H](NC(=O)Nc1ccc(OC(F)(F)F)cc1)C(=O)O
  5%	i	15%	3%	-2%	0.3%	0.4	-1%	-4%
37	CC(Sc1nncs1)C(=O)NCc1ccc2c(c1)OCO2 (centres undefined)
  6%	i	5%	-2%	4%	-0.3%	-2.4	10%	13%
38	COCCNC(=O)CN1C(=O)COc2ccc(S(=O)(=O)N3CC(C)CC(C)C3)cc21 (centres undefined)
  2%	i	-41%	-7%	0%	-0.7%	1.0	10%	0%
39	COc1ccc(OC)c(NC(=O)CSc2nnc(CNC(=O)c3ccccc3F)o2)c1
  9%	i	4%	2%	1%	-0.6%	-0.3	5%	0%
40	Cc1cc(NC(=O)c2cccc([N+](=O)[O-])c2)n(-c2ccccc2)n1
  2%	i	4%	8%	1%	2.6%[9.22 µM]	0.8	11%	2%
41	COc1cccc(-n2c(=O)c3c(C)c(C(=O)N(C)C)sc3n(CC(=O)NCCc3ccc(OC)c(OC)c3)c2=O)c1
  -7%	i	-33%&-27%	1%&2%	-3%	0.5%&-1.2%	-0.2	-9%	1%&0%
42	O=C(Cc1cccs1)NCc1ccc(Cl)cc1Cl
  8%	i	-25%	0%	u	-0.2%	-0.7	46%[activator]	-7%
43	S=c1[nH]nc(C2CCCCC2)n1/N=C/c1ccccc1Cl
  12%	i	-20%	-8%	u	6.9%	-7.1	12%	u
44	Cc1ccccc1Nc1ncc(C#N)c(N)n1
  -1%	i	31%	7%	9%	3.1%	3.3	20%	11%
45	O=C(Nc1cccc(OC(=O)c2ccc(Br)o2)c1)c1ccccc1
  19%	i	-5%	7%	0%	2.4%	-1.5	21%	1%
46	COc1ccc(N(CC(=O)NCc2cccnc2)S(=O)(=O)c2ccccc2)c(OC)c1
  2%	i	11%	-4%	7%	-0.5%	1.4	1%	0%
47	COC(=O)c1ccc(COC(=O)c2cccnc2Cl)cc1
  8%	i	-15%	-11%	10%	2.9%	0.8	50%[activator]	10%
48	Cc1ccc(N2C(=O)CSC23C(=O)N(CC(=O)NC2CCCCC2)c2ccccc23)cc1C (centres undefined)
  x	u	-2%	1%	u	-0.3%	x	7%	-1%
49	CCOC(=O)c1c(C)c(C(=O)NCc2cccs2)c(C)n1CC
  -12%	i	-23%	-8%	-23%	-0.1%	-1.4	3%	-21%
50	CCC(C(=O)N1CCN(Cc2ccc3c(c2)OCO3)CC1)n1c(=O)[nH]c2ccccc2c1=O (centres undefined)
  9%	i	0%	1%	2%	-0.1%	-1.9	-1%	-1%
51	CN(CC(=O)Nc1ccccc1N1CCOCC1)S(=O)(=O)c1ccc(Cl)cc1
  12%	i	3%	-1%	-30%	-0.7%	-1.7	-12%	-32%
